# Pf Dd2 inh – inhibitors of Plasmodium falciparum Dd2 growth | 4.3% of 120,000 active | P. falciparum Dd2 growth, SYBR Green, 72 h | Potency, µM (highest dose often 28.9 µM), without a hit: at the top dose activity, negative = inhibition, usual class: inhibitors; active = well fitted inhibition curve with a large enough effect; inconclusive = small, poorly fitted or top-dose-only effect; inactive = no such curve, though single readings can be large or run the other way;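 also: plate controls were DMSO vehicle for no effect and reference drug for full effect; nearly all actives have a fitted effect of over 65% in size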
#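 Readout: SYBR Green fluorescence, 485 nm excitation, 535 nm emission, after ~16 h lysis at 37C. Before that, Dd2-infected red cells (2.5% hematocrit) grew 72 h with compound, 29 uM top final concentration.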
# * marks the source's active call; other numbers are inactive results; i = inactive; ? = inconclusive; [ ] = another dose, or the depositor's remark. Potency is read from the fitted curve at half-maximal effect. A portion of the library (hit frequency here may not be typical).
smiles	Pf Dd2 inh
COc1ccc(C2Cn3nnc(C(=O)N4CCC(C(=O)NCc5ccc(F)cc5)CC4)c3CO2)cc1 (stereo not drawn)	-9.0%
CCOc1ccc(NC(=O)CC2C(=O)N(c3cccc(C)c3)C(=O)N2CCC2=CCCCC2)cc1 (stereo not drawn)	i
CC(=O)c1ccc(NS(=O)(=O)c2ccc3[nH]c(=O)[nH]c3c2)cc1	4.8%
O=C(NC1CCN(c2cc(-c3ccc(F)cc3)[nH]n2)C1)c1ccc(F)c(F)c1 (stereo not drawn)	-12.8%
COc1cccc(C(=O)N(C)C2CCCc3ccccc32)c1 (stereo not drawn)	-8.9%[44.1 µM]
CC(C)NC(=O)N1CCN(C2CCNCC2)C(=O)C1	-10.3%
O=C(c1ccc2c(c1)N(Cc1ccccc1F)C(=O)c1ccccc1S2(=O)=O)N1CCC(Cc2ccccc2)CC1	?
COc1ccccc1C(=O)NC1(C(F)(F)F)NC(=O)N(CCc2ccccc2)C1=O (stereo not drawn)	12.0%
FC(F)(F)c1ccc2c(c1)ncc1c(-c3ccccc3)nn(-c3ccccc3)c12	-1.6%
CC(=O)c1cccc(NC(=O)CSc2nc(=O)n(Cc3ccco3)c3c2CCC3)c1	3.1%
O=C(NCC1CCOCC1)c1ccc(C(F)(F)F)cc1	?
C=CCn1cc2c3c(cccc31)[C@H](CC(C)C)N[C@H](C(=O)N1CCOCC1)C2	i

# Another view of 3 compounds above:
Structure: CCOc1ccc(NC(=O)CC2C(=O)N(c3cccc(C)c3)C(=O)N2CCC2=CCCCC2)cc1 (stereo not drawn)
  Pf Dd2 inh = i
Structure: CC(=O)c1ccc(NS(=O)(=O)c2ccc3[nH]c(=O)[nH]c3c2)cc1
  Pf Dd2 inh = 4.8%
Structure: O=C(c1ccc2c(c1)N(Cc1ccccc1F)C(=O)c1ccccc1S2(=O)=O)N1CCC(Cc2ccccc2)CC1
  Pf Dd2 inh = ?

# More records follow:
smiles	Pf Dd2 inh
COc1ccccc1-c1nc(SCC(=O)Nc2ccc(C)c(C)c2)n[nH]1	3.5%
COc1ccc(NC(=O)c2ccc3c(=O)n4nc(Nc5cccc(Cl)c5C)sc4nc3c2)cc1	?
COCCOCC(=O)N1CCC2(CC1)CC(N1CCCCC1)CCO2 (stereo not drawn)	52.8%[activator]
CCOC(=O)c1c(C)[nH]c(C)c1S(=O)(=O)N(C)CC(=O)Nc1ccc(CC)cc1	i
COc1nccc(N2CCC(CC(=O)NCCN3CCCCC3)CC2)n1	-27.4%
COc1ccccc1C(=O)NC[C@@H]1C=C(C)[C@H](Cc2nc3ccncc3[nH]2)C[C@H]1C(C)C	?
COCCN1C(=O)CC[C@]2(C(=O)NCc3ccc(OC)c(OC)c3)CCCC[C@@H]12	-8.0%
Cc1cc(C)cc(NC(=O)CSc2nc(=O)[nH]c3c2CCC3)c1	i
Cc1nn(C)c(C)c1S(=O)(=O)N1C[C@@H](NS(C)(=O)=O)[C@H](C(C)C)C1	15.7%
O=C1NCCCCCN(C(=O)COc2ccccc2)[C@@H]2C[C@@H](C(=O)N3CCc4ccccc4C3)C[C@H]12	?
Cc1cc2cccc(-c3nc(C4CCOC4)no3)c2o1 (stereo not drawn)	-23.3%
CC(C)(CC(=O)OCC(=O)Nc1ccc(F)c(Cl)c1)CC1=NS(=O)(=O)c2ccccc2N1	?

# (listing goes on)
smiles	Pf Dd2 inh
Cc1ccc(CCNC(=O)c2noc(-c3ccc(C)cc3)n2)cc1	67.8%[activator]
COc1ccccc1CNC(=O)c1cc2sccc2n1Cc1ccc(Cl)cc1	-15.4%
COc1ccc(CCC(=O)N2CCC3(CC2)CC(OCC2CC2)CCO3)cc1 (stereo not drawn)	20.0%
Cn1c(C(=O)N[C@@H]2COCC[C@H]2Oc2ccc(C#N)cc2)cc(=O)n(C)c1=O	-1.2%
Cc1cccc(-n2ncc3c(Nc4c(C)cc(C)cc4C)ncnc32)c1	?
O=C(Nc1c(C(=O)N2CCN(c3ccccc3)CC2)oc2ccccc12)c1ccco1	-6.5%
CN1C[C@@H](NC(=O)c2ccc(-c3ccccc3)cc2)C[C@H]1c1nc(-c2ccncc2)no1	11.2µM*
CCN1CCSc2ccc(C(=O)NCc3ccccc3Br)cc21	-21.4%
CCOC(=O)c1sc2ncn(CC(=O)Nc3ccc(C)cc3C)c(=O)c2c1C	5.3%
COc1ccccc1-c1ccc(C(=O)N2CCCC[C@H](N(C)C)C2)cc1	-23.0%
COc1ccc(CCNC(=O)c2cnc3sc(N4CCCCCC4)nn3c2=O)cc1	?
O=C(Nc1ccc([C@H]2OCC(=O)N(Cc3cccnc3)[C@@H]2CO)cc1)c1cc(F)cc(F)c1	-18.1%

# The list goes on.
smiles	Pf Dd2 inh
COc1ccc(CC(=O)NCc2ccc3c(c2)CCN3C(=O)c2ccc(Cl)cc2)cc1	-3.2%
Cc1ccccc1NC(=O)CCC(=O)N1CC(C)Sc2ccccc21 (stereo not drawn)	8.2%
COCCCNC(=O)C1CCN(c2nc3ccc(C)cc3[nH]2)CC1	i
COc1ccc(OC)c(C(=O)CN2C(=O)N(c3cc(C)cc(C)c3)S(=O)(=O)c3ccccc32)c1	10µM*
CCOc1ccccc1CN1CCCCCNC(=O)CC1c1ccccc1 (stereo not drawn)	7.94µM*
O=C(COc1ccccc1)NC1CCN(c2cc(-c3ccccc3)[nH]n2)CC1	i
O=C(c1ccco1)N1CCN(Cc2ccc3c(c2)CCO3)CC(O)C1 (stereo not drawn)	2.9%
CCn1cnnc1CC1CCCN(C(=O)CCc2ccccc2)C1 (stereo not drawn)	7.7%
O=C(Cn1ncc2c3ccccc3n(Cc3ccc(F)cc3)c2c1=O)NC1CCCCCC1	i
NC(=O)[C@@H](Cc1ccccc1)NC(=O)C1=C[C@@H](NC(=O)c2cccnc2)[C@@H](O)[C@H](O)C1	-17.5%[44.1 µM]
COCCN1C(=O)[C@@H]2C[C@@H](CN2C(=O)CC(C)(C)C)Oc2ccccc21	24.1%[44.1 µM]
CCC(=O)N1c2ccc(S(=O)(=O)CCC(=O)Nc3ccc(Br)c(C)c3)cc2CC1C (stereo not drawn)	-4.6%

# (cont.)
smiles	Pf Dd2 inh
CCOc1ccc(-c2nonc2NC(=O)COc2ccccc2)cc1	3.7%
COCCOCC(=O)N1CCC2(CC1)C(OC)CN2c1cccc(F)c1 (stereo not drawn)	i
Cc1cccc2c1-c1sc(C(=O)N3CCN(c4ccccc4)CC3)cc1CO2	-19.6%[5.79 µM]
O=C(NCCCN1CCCC1=O)c1csc(N2CCN(c3ccccc3F)CC2)n1	i
Cc1nnc(-c2cc(-c3ccc([S+](C)(=O)[O-])cc3)ccn2)n1Cc1cccnc1	i
O=C(Nc1ccc(-c2nc3cc(Cl)ccc3o2)cc1)c1cc(Br)ccc1Cl	?
CCn1ncc(N2CCCC(CC(=O)Nc3ccc(C)cc3C)C2)cc1=O (stereo not drawn)	3.8%
CCOC(=O)CCN(c1ccccc1)S(=O)(=O)c1cc(-c2cc(C)no2)ccc1C	-19.5%
COc1cc(OC)cc(C(=O)Nc2ccc(-c3nnc4n3CCCC4)cc2)c1	?
CCS(=O)(=O)N(C1CC1)C1CCOC2(CCN(C(=O)c3ccccc3OC)CC2)C1 (stereo not drawn)	5.6%
CN(C)c1nc2c(c(=O)[nH]1)CCN(Cc1ccc(F)cc1Cl)CC2	1µM*
Cc1nc2cc(-c3ccccc3)nn2c(C)c1CCC(=O)NCCc1ccccc1	12.4%

# Further structures:
smiles	Pf Dd2 inh
COc1ccccc1Cc1nc2ccccc2nc1SCC(=O)N(C)c1ccc(F)cc1	?
CN(Cc1ccccc1)C(=O)C(=O)Nc1ccc2nc3n(c(=O)c2c1)CCCCC3	i
CN(C)c1nc(-c2ccccc2)nc2c1CCN(C(=O)C1CC1)C2	-10.6%
CC(=O)N(C1CC1)C1CCOC2(CCN(C(=O)Cc3c(C)noc3C)CC2)C1 (stereo not drawn)	i
CCc1nn2c(=O)cc(COC(=O)c3ccc(NC(=O)c4cccs4)cc3)nc2s1	59.3%[activator]
COc1ccc(NC(=O)CSC2=Nc3ccccc3C3=NC(Cc4ccccc4)C(=O)N23)cc1Cl (stereo not drawn)	?
COc1ccc(NC(=O)c2ccc3c(c2)N(C)C2CCCCCN2C3=O)cc1F (stereo not drawn)	i
O=C1N(Cc2ccccc2)CCOC12CCN([S+](=O)([O-])c1ccccc1)CC2	-2.0%[44.1 µM]
O=C(NC1CCCN(c2cc(N3CCCC3)ncn2)C1)c1ccccn1 (stereo not drawn)	-14.5%[5.79 µM]
O=C(NCc1cccnc1)C1CCN(C2CCN(Cc3ccc4c(c3)CCO4)CC2)CC1	-11.6%
COc1cccc(CN2CCC23Cc2ccccc2NC3=O)c1 (stereo not drawn)	i
Cc1ccc(C(=O)N[C@H]2CO[C@H]3[C@@H]2OC[C@@H]3Nc2nccc(-c3cccs3)n2)cc1	?

# (continued)
smiles	Pf Dd2 inh
COc1ccc(NC(=O)c2cc3n(n2)CC(c2ccc4c(c2)OCO4)OC3)cc1Cl (stereo not drawn)	-2.9%
COc1ccc2[nH]c(=O)c(CCC(=O)NCCCN3CCCC(C)C3)cc2c1 (stereo not drawn)	i
O=C(CC1=CCCCC1)N1C[C@@H](CO)[C@H](c2nc(C3CC3)no2)C1	?
O=S(=O)(NC[C@H]1O[C@@H](CO)[C@@H](O)[C@H]1N1CCCC1)c1cccs1	-21.7%[44.1 µM]
O=C1Cc2c(-c3ccc4ccccc4c3)n[nH]c2CN1CCc1ccncc1	?
O=C(NC1C[C@H]2CC[C@@H](C1)N2C(=O)C1CCC1)c1ccc(F)cc1 (stereo partly drawn)	-3.8%
O=C(CCc1nnn2c1CN(C(=O)Nc1cccc(F)c1)CC2)NC1CC1	i
O=C([C@@H]1Cc2nc[nH]c2CN1Cc1ccc(C(F)(F)F)cc1)N1CCOCC1	-21.7%[44.1 µM]
CCOc1ccccc1CN1CCn2c(nnc2[C@@H]2C[C@@H](O)CN2C)C1	-9.0%
Cn1ccc2cc(S(=O)(=O)N3CCN(C(=O)Nc4ccccc4F)CC3)ccc21	-9.6%
Cc1cnn(C(C)c2nc(-c3cccnn3)no2)c1 (stereo not drawn)	-2.2%
O=C(c1ccc(F)cc1)N1CCOC[C@H](Oc2cnccn2)C1	-5.8%[44.1 µM]

# More records.
smiles	Pf Dd2 inh
COCCN(C)C(=O)c1cn2cc(-c3ccccc3Cl)n(CC3CC3)c(=O)c2n1	?
O=C(NCc1ccccc1Cl)c1cnc(N2CCOCC2)c2ccccc12	-12.3%
O=C1Nc2ccc(-c3ccccc3F)cc2C(=O)N2CCN(C(=O)c3ccccc3)C[C@H]12	?
CC(C)(CN1CCOCC1)NC(=O)c1csc2nc(-c3ccc(F)cc3)cn12	-23.7%
CNC(=O)C1(N2CCC[C@H]2C(=O)NCc2ccccc2)CCCCC1	?
COc1ccc2[nH]cc(CN3CCC4(CC3)CC(C(=O)N3CCOCC3)N(C)C4)c2c1 (stereo not drawn)	-10.2%
CN(C)C(=O)c1nc(-c2ccc(S(C)(=O)=O)cc2)c2cnccn12	-2.7%
O=C(NCc1cccnc1)C1CCC(=O)N1C1CCN(C(=O)c2ccccc2F)CC1 (stereo not drawn)	-5.7%
CCCc1nc(C(=O)NCc2ccc(-n3ccnc3C)cc2)cs1	-24.6%
COCCN1CCCCCC(O)c2cc(C(=O)N(C)Cc3cccnc3)ccc21 (stereo not drawn)	?
Cc1noc([C@@H]2C[C@H](NC(=O)c3ccc(C#N)cc3)CN2C)n1	-2.1%[44.1 µM]
COC1CCC(C(=O)N2CCc3c(n(Cc4cccnc4)n(-c4ccccc4)c3=O)C2)CC1 (stereo not drawn)	45.7%[activator]

# Next results:
smiles	Pf Dd2 inh
COc1ccc2oc(=O)c(-c3nc4ccc(C)cc4[nH]3)cc2c1	3.6%
CC[C@H]1CN2CC[C@H]1C[C@@H]2CNS(=O)(=O)c1ccc2ccccc2c1	?
CCn1cc(S(=O)(=O)N2C[C@@H](COC)[C@H](c3ccncc3)C2)cn1	33.4%
CN1CCCC2(CCN(C(=O)c3cccc(N4CCCC4=O)c3)C2)C1=O (stereo not drawn)	-3.8%
O=C(c1nnc(CN2CCOCC2)n1-c1ccccc1)N1CCC[C@@H]1C(c1ccccc1)c1ccccc1	i
CN1CCC(C2CCN(S(=O)(=O)c3cc(F)ccc3F)C2)CC1 (stereo not drawn)	?
Cc1nc(N2CCCC2)c2c(C(=O)N3CCN(c4ccc(F)cc4)CC3)c(C)oc2n1	-9.4%
CC(=O)N(C1CCOCC1)C1CCN(S(=O)(=O)c2cc(F)ccc2C)CC1	?
COc1ccc(-c2noc(CCC(=O)Nc3ccccc3Cl)n2)cc1OC	-19.1%
Cc1cccc(CN2C[C@@H]3C(=O)N(CCN4CCc5ccccc5C4)C(=O)[C@@H]3C2)c1	?
COC[C@]1(O)CCN(S(=O)(=O)c2ccccc2OC)CC1(C)C	-2.1%
CC1(c2ccccc2)N(Cc2ccccc2)C(=O)OC12CCN(Cc1cccc(O)c1)CC2 (stereo not drawn)	?
Cc1cc(C)cc(OCCSc2nc3ccc(NC(=O)c4ccc5c(c4)OCO5)cc3s2)c1	i

# Reformatted: entries from further up
SMILES: CN1CCC(C2CCN(S(=O)(=O)c3cc(F)ccc3F)C2)CC1 (stereo not drawn)
- Pf Dd2 inh = ?

SMILES: CC(=O)N(C1CCOCC1)C1CCN(S(=O)(=O)c2cc(F)ccc2C)CC1
- Pf Dd2 inh = ?

SMILES: Cc1nc(N2CCCC2)c2c(C(=O)N3CCN(c4ccc(F)cc4)CC3)c(C)oc2n1
- Pf Dd2 inh = -9.4%

SMILES: COc1ccc2oc(=O)c(-c3nc4ccc(C)cc4[nH]3)cc2c1
- Pf Dd2 inh = 3.6%
